RAD54 inh: blocks human RAD54 Holliday junction branch migration. Q92698. FAM/BHQ fluorescence. inhibition, % at 10.4 µM. actives 0.14% (n = 360,000);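 active = mean normalized replicate activity at least 40 and at least half of replicates scoring 40 or more; inconclusive = only one of the two criteria met; inactive = mean below 40 and under half of replicates reaching 40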;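 note: 0% = median of neutral control wells and 100% = median of positive control wells; inhibitors cause a drop in the FAM fluorescence signal; in these data hits start at about 50%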
F508del corr: correctors of CFTR F508del function in bronchial epithelial cells | CFBE cells, YFP halide quenching; stimulated with forskolin plus potentiator P3; % fluorescence drop versus neutral controls | activity (quench increase), % at 7.58 µM | actives 0.36% (n = 350,000) | AID 720511;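 active = mean added fluorescence quench of at least 8% versus neutral control, with both replicates also reaching 8%; inconclusive = only one of the mean or replicate conditions met; inactive = mean below 8% and not both replicates reaching 8%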;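 note: cells transiently co-express mutant CFTR-F508del with the halide-sensitive YFP; corrector assay measuring rescue of mutant channel to the surface after 24 h compound exposure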
Xi reactivation: activators of X-chromosome reactivation in mouse fibroblasts; XiGFP mouse fibroblasts, % GFP-positive cells imaging, 3 d; cells co-treated with 5-aza-dC sensitizer; scaled so ellipticine positive control = 100%; activation, % at 7.58 µM; actives 0.055% (n = 360,000);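 active = mean normalized replicate activation at least 10% and every replicate at or above 10%; inconclusive = only one of the two criteria met; inactive = mean below 10% and not all replicates reach 10%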;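 note: 0% = median of on-plate neutral control wells and 100% = ellipticine 6 µM median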
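assay system = SV40-immortalized XiGFP fibroblast cells, line 68-5-11 | buffer or medium = DMEM plus 5-aza-dC sensitizer | doses = single-point pinned compound dosing | times = 3-day compound exposure, then 15 min fixation at room temperature | benchmarks = positive control ellipticine, 6 µM final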
INS-1E GSIS act: GLuc luminescence reporter in INS-1E cells, primary screen for activators of glucose-dependent secretion of insulin; INS-1E GLuc reporter insulin secretion, 2-3 h; activation, % at 16.6 µM; actives 0.61% (n = 370,000);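 active = lowest replicate activation of at least 40%, so every replicate reaches that level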;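 note: 0% = median of neutral control wells and 100% = median of IBMX positive control wells; some compounds called inactive have numbers as strong as hits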
CASP6 VEID inh: caspase-6 (human) enzyme inhibition | purified caspase-6, Z-VEID-R110 cleavage fluorescence | inhibition, % at 12.5 µM | actives 0.53% (n = 350,000) | P55212;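 active = mean inhibition across replicates at least about 35%, with every replicate also reaching that limit, limit read from the data; inconclusive = only one of the two criteria met; inactive = neither criterion met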;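 note: 0% = median of neutral control wells and 100% = no fluorescence left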
Target sequence (P55212 24-179 limits assumed): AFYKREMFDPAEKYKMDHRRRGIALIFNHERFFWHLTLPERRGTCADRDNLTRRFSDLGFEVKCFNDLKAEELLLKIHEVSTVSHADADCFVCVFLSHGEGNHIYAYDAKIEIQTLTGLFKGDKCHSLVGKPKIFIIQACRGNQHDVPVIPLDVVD
Target sequence (P55212 194-293 limits assumed): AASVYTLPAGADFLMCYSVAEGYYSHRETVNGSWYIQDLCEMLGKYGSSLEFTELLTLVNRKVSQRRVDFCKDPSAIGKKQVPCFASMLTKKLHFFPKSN
E-sel inducer: induces E-selectin expression in human endothelial cells; P16581; HUVEC E-selectin immunofluorescence imaging; normalized: neutral wells 0, TNF-alpha wells 100; activation, % at 7.58 µM; actives 0.37% (n = 260,000); AID 686992;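 active = mean E-selectin-positive cell signal at least 10% of the positive control, reached in at least 60% of replicates, without over 20% cell loss; inconclusive = no rule given, readout overlaps actives, possibly toxicity-flagged; inactive = the rest, including those meeting only one limit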;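 note: in these data hits start at about 27%; measured in HUVEC primary endothelial cells; signal is the percent of cells scored E-selectin positive by PE staining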
Target sequence (P16581 whole entry, looked up): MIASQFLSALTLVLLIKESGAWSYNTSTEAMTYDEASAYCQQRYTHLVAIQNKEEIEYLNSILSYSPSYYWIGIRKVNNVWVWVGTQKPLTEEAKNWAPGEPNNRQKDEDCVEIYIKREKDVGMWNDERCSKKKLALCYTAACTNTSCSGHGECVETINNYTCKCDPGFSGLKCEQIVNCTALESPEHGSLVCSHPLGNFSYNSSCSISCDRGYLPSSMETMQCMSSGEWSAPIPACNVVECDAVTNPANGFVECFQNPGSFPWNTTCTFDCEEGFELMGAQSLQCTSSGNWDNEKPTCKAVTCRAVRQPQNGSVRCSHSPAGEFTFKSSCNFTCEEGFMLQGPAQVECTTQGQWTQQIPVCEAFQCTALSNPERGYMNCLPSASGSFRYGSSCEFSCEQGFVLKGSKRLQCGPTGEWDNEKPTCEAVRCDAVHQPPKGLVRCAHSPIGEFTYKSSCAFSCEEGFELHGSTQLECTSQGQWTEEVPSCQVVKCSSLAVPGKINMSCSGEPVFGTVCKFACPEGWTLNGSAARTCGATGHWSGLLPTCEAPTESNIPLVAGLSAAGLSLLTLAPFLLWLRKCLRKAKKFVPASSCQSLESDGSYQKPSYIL
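assay system = HUVEC, human umbilical vein endothelial cells | input = 3,000 HUVEC seeded per well | medium = EGM-2 growth medium on 0.1% gelatin-coated wells | dosing = one compound dose added by pin transfer | signal = immunofluorescence imaging | read-out basis = % PE-positive cells | control set = TNF-alpha, DMSO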
RAD52 inh: RAD52 (human) annealing inhibition; actives 0.46% (n = 360,000); AID 651710; inhibition, % at 18.7 µM; recombinant RAD52 DNA annealing, FRET fluorescence;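 active = every replicate showing at least 50% inhibition; inconclusive = mean inhibition at least 50% but not in every replicate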
DENV2 CPE rescue: protects cells from dengue virus 2 cytopathic effect; DENV2-infected cells, cytopathic effect rescue, plate reader; CPE inhibition, % at 9.99 µM; actives 1.7% (n = 350,000); in the data active = CPE inhibition above about 20%, passing the limit was not always enough; inconclusive = no clear call, values can overlap the other calls; tested in BHK-21 cells;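 note: 0% = median of neutral control wells and 100% = median of positive control wells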
Numbers without * were called inactive; ? = inconclusive; · = no result given; & = joins results of further samples.

Order of values: RAD54 inh, F508del corr, Xi reactivation, INS-1E GSIS act, CASP6 VEID inh, E-sel inducer, RAD52 inh, DENV2 CPE rescue
Cc1ccc(S(=O)(=O)N/N=C\c2ccc3c(c2)OCO3)cc1
  -4.9, 0.0, ·, 3.5, 1.1, ·, -22.3, -5.9
O=C(CN1CCN(CC(=O)Nc2ccccc2Cc2ccccc2)CC1)Nc1ccccc1Cl
  12.2, -1.4, 0.0, -3.3, 0.9, ·, -1.1, -2.7
CCCOC(=O)/C(=C\C=C\c1ccccc1)NC(=O)c1ccccc1
  ·, -4.4, 0.0, -18.3, 1.9, 0.4, -0.4, 0.1
Cc1nc(N)[nH]c(=O)c1CCCNS(=O)(=O)c1ccc([N+](=O)[O-])cc1
  -2.3, 8.1*, -0.1, ·, -2.3, 1.7, 43.9, 4.3
COc1ccccc1CNC(=O)C[C@@H]1CC[C@H]2[C@@H](COC[C@@H](O)CN2Cc2cccc(-c3ccncc3)c2)O1
  -3.8, 1.7, -0.1, 5.7, 0.6, 0.1, -14.3, -2.8
O=C(NCc1cccnc1)C(=O)NCC1OCCN1S(=O)(=O)c1ccccc1 (centres undefined)
  -1.4, -3.5, 0.2, 6.1, -0.2, ·, -6.8, 3.3
COCCCN(Cc1ccco1)C(=O)Cn1ncc2c(=O)oc3ccc(C)cc3c21
  1.3, 0.3, -0.1, 15.3, 1.6, 1.3, -5.8, 11.1
O=C(NC(=S)NCCc1ccccn1)c1ccco1
  -1.9, -4.0, 0.0, 15.5, -0.2, ·, -12.3, -3.7
CCC(=O)N1[C@@H]2Cn3c(ccc(-c4cncnc4)c3=O)[C@H]1[C@@H](C(=O)N1CCc3ccccc3C1)[C@@H]2CO
  -0.7, 0.7, 0.1, -0.6, 0.3, -0.1, -4.6, ?
C[C@H](CO)N1C[C@H](C)[C@H](CN(C)C(=O)C2CCC2)Oc2ncc(C#Cc3cccc(F)c3)cc2C1=O
  7.0, 0.5, -0.7, -5.2, 1.0, 1.5, -10.6, -1.6
Nc1cc(S(=O)(=O)O)cc2ccc(S(=O)(=O)O)cc12
  -6.2, -0.8, 0.0, ·, 56.9*, ·, -27.0, 8.9
O=C(CNC(=O)c1ccccc1)NCC(c1ccco1)N1CCCC1 (centres undefined)
  5.9, -3.0, -0.1, -5.4, -18.2, ·, -26.6, 11.6
O=C(NCc1ccccc1)[C@H]1CCCN1C(=O)[C@H]1CCCN1C(=O)N1CCOCC1
  ·, -1.3, 0.4, 4.4, 1.8, 0.3, -1.2, -1.7
CCNC(=O)C[C@@H]1CC[C@@H]2[C@@H](COc3ccc(NC(=O)Cc4cccs4)cc3C(=O)N2C)O1
  -19.7, 1.6, 0.1, 6.0, -4.2, 0.1, -2.5, 6.2
Cc1ccc(C)c(S(=O)(=O)NC2CCSC2=O)c1 (centres undefined)
  -0.8, -0.8, 0.1, 13.2, 0.8, ·, -2.0, -0.3
Cc1ccccc1OCC(=O)OCC(=O)N1CCCc2ccccc21
  -2.4, -1.2, 1.9, -14.0, 1.9, 0.0, -11.7, -0.2
COc1ccc(S(=O)(=O)N(C)C[C@H]2OCCCC[C@H](C)Oc3ccc(NC(=O)c4ccncc4)cc3C(=O)N([C@H](C)CO)C[C@H]2C)cc1
  -0.1, 0.0, 0.3, -3.5, 1.9, 1.4, 12.0, 18.2
COc1ccc(C(CCN2CCOCC2)c2c(OC)cc(OC)c3ccc(=O)oc23)cc1 (centres undefined)
  -2.6, -0.9, 0.1, -8.2, -1.2, -4.1, -4.7, -0.7
CCCC#Cc1ccc2c(c1)O[C@H](CN(C)C(=O)C1CCCCC1)[C@H](C)CN([C@H](C)CO)S2(=O)=O
  ·, -4.6, -0.9, -12.4, ·, 1.0, ·, ·
COc1ccc(-c2ccc([C@H]3[C@H](C#N)N(C(=O)c4cccnc4)[C@H]3CO)cc2)cc1
  -0.7, -1.0, -0.1, -1.3, -3.5, -0.1, -17.3, ?
CC(=O)N(c1ccccc1Cl)S(=O)(=O)c1ccc(Cl)cc1
  ·, -1.1, 0.0, 6.5, 5.5, ·, -7.6, ·
CC1(C(=O)NS(=O)(=O)c2ccc(Cl)cc2)CCN1C(=O)c1ccc(C2CCCCC2)cc1 (centres undefined)
  3.9, 3.0, 0.1, -16.7, 5.2, 0.1, 3.8, 11.4
O=C(O)/C=C/c1cn(-c2ccccc2)nc1-c1cccc([N+](=O)[O-])c1
  ·, 1.8, ·, 13.1, 0.6, 0.4, -54.7, 8.2
Cc1ccc(C(O)c2ncc(-c3ccccc3Cl)[nH]2)c(C)c1 (centres undefined)
  -10.0, 0.9, 0.1, -8.6, 0.3, 1.6, -5.4, 0.3
COc1ccc(-c2cc(NC(=O)Cc3c(C)[nH]c4ccccc34)ccc2Nc2cccnc2)cc1F
  ·, 2.1, 0.4, -34.6, 3.1, 1.6, -54.7, -13.0
O=C(NCC(=O)N1CCN(C/C=C/c2ccccc2)CC1)c1ccc(OC(F)F)cc1
  -2.4, 2.6, 0.2, ·, -0.5, ·, -14.6, 4.2
Cc1ccc(NC(=O)c2oc3ccccc3c2NC(=O)C2CCCO2)cc1C (centres undefined)
  ·, 0.7, 0.1, 6.8, 0.3, 0.1, -0.6, -5.7
COc1ccc(-c2csc(NC(=O)Cc3ccccc3F)n2)c(OC)c1
  3.0, 0.3, 0.1, 4.7, -0.9, 10.8, -18.3, -1.1
CCCCCNC(=O)C1C(=O)Nc2ccccc2C(=O)N1C(C)(C)C (centres undefined)
  ·, -1.2, 0.0, 11.3, 2.2, 0.0, 8.5, 8.1
CSc1nc(=S)n(-c2cc(C)ccc2C)c(C)c1C(C)=O
  -4.0, -0.3, 0.1, 8.5, -3.6, -0.1, -10.6, 7.3
Cc1cccc(NC(=O)Oc2ccc(Cl)c3cccnc23)c1
  12.2, 0.1, -0.1, -9.3, -4.0, 0.1, -14.0, 2.3
COc1ccccc1N(C(=O)c1ccco1)C(C(=O)NC1CCCCC1)c1cc(OC)c(OC)c(OC)c1 (centres undefined)
  -1.4, 1.0, 0.3, 0.3, -1.9, -0.3, -7.2, 3.5
COc1ccc(-c2cc(C(=O)NCc3ccco3)c3ccccc3n2)cc1OC
  -4.3, ·, 0.1, -1.2, 1.6, ·, 0.4, 2.7
COc1ccc(C(=O)CSc2nnc(NC(=O)C3CC(=O)N(c4cccc(OC)c4)C3)s2)cc1 (centres undefined)
  2.3, -1.8, -0.1, 0.5, -3.6, ·, -21.4, ·
Cc1noc(C)c1S(=O)(=O)N(C)C[C@H]1Oc2ccc(NC(=O)Nc3ccc(F)cc3)cc2CC(=O)N([C@@H](C)CO)C[C@@H]1C
  -6.1, 0.8, 0.0, -7.3, 1.4, 5.6, -5.1, ?
CCS(=O)(=O)Nc1ccc2c(c1)C(=O)N(C)[C@H]1CC[C@H](CC(=O)N[C@H]3CCN(Cc4ccccc4)C3)O[C@@H]1CO2
  ·, -1.0, 0.0, 3.7, -4.6, -0.2, 11.8, -0.2
CC1CN(CCOc2ccccc2-c2ccccc2)CC(C)O1 (centres undefined)
  -7.4, 1.1, 0.5, ·, 5.0, 0.6, -2.3, -0.5
O=C(CC(=O)Nc1ccccc1[N+](=O)[O-])Nc1ccccc1[N+](=O)[O-]
  4.8, 0.0, -0.1, -33.6, 1.3, 0.7, -17.6, -4.1
CC(C)NC(=O)Nc1ccc2c(c1)C(=O)N([C@@H](C)CO)C[C@@H](C)[C@@H](CN(C)C(=O)Nc1ccc(C(F)(F)F)cc1)O2
  3.5, -0.8, -1.5, -14.4, 0.6, ·, 1.3, -0.3
Cc1csc(NC(=O)c2ccc3nc[nH]c3c2)n1
  -6.1, 2.9, -0.1, 4.1, -0.9, ·, -10.6, -1.2
O=C(Nc1ccc(Cl)c([N+](=O)[O-])c1)c1ccco1
  3.6, -0.5, 0.2, 5.5, 3.2, ·, -8.2, ?
Nc1ncc(Br)cc1S(=O)(=O)N1CCCCCC1
  -7.3, -0.3, 0.0, 29.4, -4.1, ·, -0.9, -3.2
CC1(C)CC(NC(=O)C2CCC(=O)N(C3CC3)C2)CC(C)(C)C1 (centres undefined)
  -4.0, -4.2, 0.2, -10.6, -3.1, 1.6, -7.2, 0.8
O=C(CCC1CCCN(Cc2ccncc2)C1)NCc1ccc(F)c(F)c1 (centres undefined)
  ·, -0.6, 0.1, -14.7, 0.2, 0.3, 0.7, 7.2
CC1(C)C(=O)Nc2ccccc2N1C(=O)COC(=O)COc1cccc(C(F)(F)F)c1
  -6.3, 4.3, 0.2, 14.9, 2.0, ·, -10.5, 6.4
Cc1cc(C(=O)Nc2cccc3c2O[C@H](CN(C)S(=O)(=O)c2cn(C)cn2)[C@H](C)CN([C@H](C)CO)C3=O)n(C)n1
  2.0, -1.4, -1.0, 7.6, 0.4, ·, 7.9, -5.2
CO[C@@H]1CN(C)C(=O)c2ccc(NC(=O)Nc3cccc(F)c3)cc2OC[C@H](C)N(C(C)=O)C[C@@H]1C
  3.7, -0.1, 0.3, -24.4, ·, -0.1, -19.4, 16.6
Cc1cccc(C2c3[nH]c4ccccc4c3CCN2C(=O)c2ocnc2C)n1 (centres undefined)
  2.1, -1.3, 0.0, -6.5, 1.2, 4.6, -42.0, 1.5
CCN(CC)CCN(C(=O)C1=COCCO1)c1nc2cc3c(cc2s1)OCO3
  ·, -2.1, -0.1, 21.0, -2.4, ·, 46.2, -7.4
C(=C\c1ccccc1)/CN1CCN(C(c2ccccc2)c2nnnn2-c2ccc3c(c2)OCCO3)CC1 (centres undefined)
  -1.6, -4.7, 0.0, -27.5, 0.0, ·, -6.4, -2.3
C[C@H](CO)N1C[C@H](C)[C@@H](CN(C)C(=O)Nc2ccccc2F)Oc2ncc(Br)cc2C1=O
  -0.5&11.1, 1.3&2.4, 0.0&0.8, 9.4&9.9, -2.1&0.9, 1.3&0.1, -3.8&6.9, ?
C/C=C/c1ccc2c(c1)O[C@@H](CN(C)S(=O)(=O)c1ccccc1)[C@@H](C)CN([C@@H](C)CO)S2(=O)=O
  3.6, 2.4, -1.0, -20.7, 1.4, 0.2, -9.3, -4.8
COc1ccc(CCNC(=O)CCCn2c(=S)[nH]c3cc4c(cc3c2=O)OCO4)cc1OC
  1.6, 0.2, 0.1, 12.5, -2.0, -0.1, -7.8, 19.7
Cc1cc(C)c(C)c(S(=O)(=O)Nc2ccccc2N2CCOCC2)c1C
  -6.0, -3.7, 0.1, -3.5, 0.9, -0.8, -23.5, ?
O=C(O)C[C@H]1CC[C@@H]2[C@H](COC[C@@H](O)CN2S(=O)(=O)c2ccc(F)cc2)O1
  1.5, -0.1, 0.3, 7.9, 4.7, -0.2, 7.0, -3.6
Cc1cc(C)c(C#N)c(SCC(=O)Nc2c(C)n(C)n(-c3ccccc3)c2=O)n1
  -11.4, -2.4, 1.0, 14.2, -2.2, -0.1, -15.3, -5.8
C[C@@H]1CCCCO[C@H](CN(C)C(=O)Nc2ccc(F)cc2)[C@H](C)CN([C@H](C)CO)C(=O)c2cc(NS(=O)(=O)c3ccccc3)ccc2O1
  -3.6, 1.9, 1.2, 3.1, 1.2, -0.1, 0.9, 1.7
O=C(COc1ccc(Cl)cc1Br)NC1CC1
  -1.1, 0.5, 0.0, ·, -0.5, ·, -0.5, -1.1
